IEC-6 cytotox – IEC-6 cytotoxicity, counter-screen for KLF5 inhibitors; 0.78% of 290,000 active; inhibition, % at 5 µM; luminescence viability; AID 1825; in the data active = inhibition above about 22%;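 note: 0% = plate median of test compound wells and 100% = cytotoxic reference compound wells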
HSF1 inhib – HSF1 inhibition; activity change, negative = inhibition, % at 7.5 µM (by protocol); NIH3T3-HGL HSE-luciferase, MG132-induced, luminescence 8 h; active compounds read low; 0.77% of 300,000 active; AID 2098;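 active = more than half of replicate wells show activity change below -50%, luminescence cut by over half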;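 note: luciferase reports HSF-1 transcriptional activity via heat shock element; 0% = median of DMSO wells and -100% = zero luminescence signal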
SKKanGAS inh – inhibitors of SKKanGAS S. pyogenes growth in kanamycin (SK-promoter or general growth effect); BacTiter-Glo, 6 h; inhibition, % at 7.5 µM; 1.3% of 300,000 active;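 active = mean replicate score, as percent of positive control median, at least 50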;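 note: strain carries kanamycin resistance gene driven by streptokinase promoter and grows in 40 µg/ml kanamycin; loss of luminescence reflects streptokinase promoter inhibition or plain growth inhibition; 0% = median of DMSO wells and 100% = positive control at its reference dose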
aSyn 5UTR inh – MLPCN primary screen, SNCA 5' untranslated region. AID 1813. 0.82% of 300,000 active. alpha-synuclein 5'UTR reporter, inhibitor activity. inhibition, % (tested at 7.5 µM); in the data active = inhibition above about 60%;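 note: H4 neuroglioblastoma cells stably carrying SNCA 5'UTR luciferase fusion; 0% = DMSO wells and 100% = positive control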
Platelet DG rel – modulates dense granule release in human platelets; inhibition, %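 (compounds screened at 7.5 µM in platelet-rich plasma)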; human platelet-rich plasma, SFLLRN dense granule ATP release, luminescence; 0.22% of 300,000 active;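 active = mean replicate score, as percent of positive control, at or above 50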
HIF activator – HIF pathway transcriptional activation. U2OS HRE-luciferase reporter, luminescence; normalized: DMSO 0%, desferrioxamine 100%. activation, % at 7.5 µM (by protocol). 0.32% of 300,000 active. AID 1910;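 active = mean activation of at least 10% of the iron chelator positive control signal, with at least half of replicates also reaching 10%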
AI-2 QS modul – modulates the Vibrio harveyi AI-2 quorum sensing system; Vibrio harveyi JMH597 AI-2 luminescence/OD600 ratio, 9 h; active compounds read low; strain lacks LuxN and CqsS sensors; 0 = neutral-control median; activity change, % at 7.5 µM; 0.4% of 300,000 active; AID 2094; in the data active = activity change below about -75%, passing the limit was not always enough;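 note: luminescence divided by OD600 gain over 9 h not by final OD600 alone; inactives centre near 13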
KLF5 inhibitor – suppresses KLF5 promoter-driven expression. DLD-1 KLF5 promoter-luciferase reporter, luminescence. inhibition, % at 5 µM. 0.23% of 290,000 active. AID 1700;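 active = inhibition above a per-plate limit of that plate's mean compound inhibition plus 3 SD, cut at about 60% in these data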;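 note: 0% = DMSO wells and 100% = LY294002 at 200 µM; higher means less KLF5 promoter-driven luciferase light; inactives centre near -14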
HSP90 inh – HSP90 refolding inhibition in rabbit reticulocyte lysate; luciferase refolding luminescence, 3 h; inhibition, % at 5.6 µM; 0.91% of 290,000 active; AID 1789;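 active = inhibition above the screen-wide mean plus 3 SD, computed separately per campaign, cut at about 16% in these data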;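 note: 0% = DMSO wells and 100% = 60 µM geldanamycin wells; inhibitors lower the luminescence because luciferase stays unfolded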
HSF-1 act – increases HSF-1 driven luciferase reporter signal; AID 504408; 1.7% of 300,000 active; NIH3T3-HGL HSF-1 luciferase reporter, MG132, 8 h; 100% = twice DMSO control signal; activation, % at 9 µM;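 active = mean replicate activation of at least 50% with a set share of replicates each reaching 50%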;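 note: 0% = median of the neutral control wells and 100% = twice that signal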
The depositor's hits bear a star; · = no result given.

SMILES	IEC-6 cytotox	HSF1 inhib	SKKanGAS inh	aSyn 5UTR inh	Platelet DG rel	HIF activator	AI-2 QS modul	KLF5 inhibitor	HSP90 inh	HSF-1 act
Cc1ccc(S(=O)(=O)N2CCN(C(=O)C3=COCCO3)CC2)cc1C	-3	2	-3	-14	22	-0.3	5	-8	0	7
COc1ccc(NC(=S)N2CCC(C(=O)c3ccc(OC)cc3)CC2)cc1	2	1	-1	4	-2	-1.9	17	-23	-2	0
O=C(c1cccc(S(=O)(=O)N2CCCCCC2)c1)N1CCN(c2ccccc2F)CC1	-2	-7	1	20	4	-0.3	31	-6	3	-2
COc1ccc(Cl)cc1-n1c(C)cc(C(=O)OCC(=O)N2CC(=O)Nc3ccccc32)c1C	0	3	4	-11	31	1.2	18	-12	3	-4
S=C(NCCc1ccc(Cl)cc1)NC1CCCCC1	3	30	22	-111	-22	2.9	2	-101	-4	58*
O=S(=O)(Nc1ncccn1)c1ccc(Nc2ncnc3ccccc23)cc1	-2	-7	6	10	9	-0.3	21	-16	-5	-8
Cc1ccccc1C(=O)NCC(=O)OC(C)C(=O)Nc1ccnn1C(C)C (stereo not given)	·	-8	-2	11	-36	-0.1	21	·	·	-14
CC(=O)Nc1ccc(Nc2ccc(N3C(=O)CCCC3=O)cc2[N+](=O)[O-])cc1	-1	-7	4	-20	-5	-0.3	18	-19	-1	-9
CC(C)(C)NCc1cc(Cl)ccc1OCc1cccs1	2	-3	4	14	4	-0.3	25	-24	3	2
CN(c1ccccc1)C(c1ccc(F)cc1)c1nnnn1CC1CCCO1 (stereo not given)	7	1	3	-13	2	-0.1	17	16	5	26
CC(=O)NNc1nc(-c2ccccc2)c2cc(Br)ccc2n1	2	1	0	17	1	0.2	19	-53	0	-7
O=[N+]([O-])c1ccc(-n2cccc2/C=N/Nc2nc(N3CCCCC3)nc(N3CCCCC3)n2)cc1	5	-1	10	-13	-3	-0.4	5	-16	2	12
Cc1cc(C)nc(NS(=O)(=O)c2ccc(Br)cc2)n1	1	4	9	19	4	0.2	27	9	7	5
Cc1ccc(NC(=S)N(CCN2CCOCC2)Cc2ccccc2F)cc1	4	-5	-5	-20	-1	0.9	23	-6	4	-9
CC(=O)NC(Cc1cc(C)ccc1C)C(=O)N1CCN(C(=O)c2ccccc2Br)CC1 (stereo not given)	4	1	3	13	-1	0.2	8	-2	2	0
CCOC(=O)c1nn(-c2ccc(F)cc2)c(=O)cc1OCC(=O)Nc1ccc(F)c(F)c1	·	-10	11	-3	3	-0.3	19	·	·	-12
O=C(NCc1ccc(Cl)cc1)c1cc2ccccc2oc1=O	-8	-5	-5	-29	-7	-24	23	-47	2	0
Cc1ccc(NC(=S)N(Cc2cccc(Br)c2)CC2CCC(C(=O)O)CC2)cc1Cl (stereo not given)	7	2	36	21	0	0.7	43	-9	2	2
CC(=O)Cc1nsc(NC(=O)c2ccc(Br)o2)n1	-1	0	6	-2	2	0.2	27	-29	0	7
CC1=C(C(=O)Nc2cc(-c3cccc(F)c3)[nH]n2)C2(CCCCC2)OC1=O	6	-1	16	-5	-3	·	26	-7	-4	10
O=S(=O)(Cc1cc(NCc2ccccc2)nc(-c2ccncc2)n1)c1ccccc1	0	-1	6	4	-4	0.0	1	2	-1	-6
CCOC(=O)c1c(C)[nH]c(C(=O)OCC(=O)c2ccc(OC)cc2OC)c1C	·	1	13	-18	-22	0.1	·	·	·	-7
CN1C(=O)N(C)C2(c3ccccc3)Nn3c(s/c(=C/c4ccccc4F)c3=O)=NC12c1ccccc1 (stereo not given)	4	-5	4	-6	-1	-0.5	43	-18	-1	-2
O=C(O/N=C1\CCCc2ccccc21)c1cccs1	-2	6	1	4	9	0.0	14	11	-1	30

Given with bars between the fields: part of the list above.
SMILES | IEC-6 cytotox | HSF1 inhib | SKKanGAS inh | aSyn 5UTR inh | Platelet DG rel | HIF activator | AI-2 QS modul | KLF5 inhibitor | HSP90 inh | HSF-1 act
CC(=O)NC(Cc1cc(C)ccc1C)C(=O)N1CCN(C(=O)c2ccccc2Br)CC1 (stereo not given) | 4 | 1 | 3 | 13 | -1 | 0.2 | 8 | -2 | 2 | 0
CCOC(=O)c1nn(-c2ccc(F)cc2)c(=O)cc1OCC(=O)Nc1ccc(F)c(F)c1 | · | -10 | 11 | -3 | 3 | -0.3 | 19 | · | · | -12
O=C(NCc1ccc(Cl)cc1)c1cc2ccccc2oc1=O | -8 | -5 | -5 | -29 | -7 | -24 | 23 | -47 | 2 | 0
Cc1ccc(NC(=S)N(Cc2cccc(Br)c2)CC2CCC(C(=O)O)CC2)cc1Cl (stereo not given) | 7 | 2 | 36 | 21 | 0 | 0.7 | 43 | -9 | 2 | 2
CC(=O)Cc1nsc(NC(=O)c2ccc(Br)o2)n1 | -1 | 0 | 6 | -2 | 2 | 0.2 | 27 | -29 | 0 | 7
CC1=C(C(=O)Nc2cc(-c3cccc(F)c3)[nH]n2)C2(CCCCC2)OC1=O | 6 | -1 | 16 | -5 | -3 | · | 26 | -7 | -4 | 10
O=S(=O)(Cc1cc(NCc2ccccc2)nc(-c2ccncc2)n1)c1ccccc1 | 0 | -1 | 6 | 4 | -4 | 0.0 | 1 | 2 | -1 | -6
CCOC(=O)c1c(C)[nH]c(C(=O)OCC(=O)c2ccc(OC)cc2OC)c1C | · | 1 | 13 | -18 | -22 | 0.1 | · | · | · | -7
CN1C(=O)N(C)C2(c3ccccc3)Nn3c(s/c(=C/c4ccccc4F)c3=O)=NC12c1ccccc1 (stereo not given) | 4 | -5 | 4 | -6 | -1 | -0.5 | 43 | -18 | -1 | -2
O=C(O/N=C1\CCCc2ccccc21)c1cccs1 | -2 | 6 | 1 | 4 | 9 | 0.0 | 14 | 11 | -1 | 30

(further entries)
SMILES	IEC-6 cytotox	HSF1 inhib	SKKanGAS inh	aSyn 5UTR inh	Platelet DG rel	HIF activator	AI-2 QS modul	KLF5 inhibitor	HSP90 inh	HSF-1 act
COC(=O)CC(c1ccc(C#N)cc1)n1c(C)ccc1C (stereo not given)	0	-1	4	11	-18	0.6	13	-5	-1	-5
O=C(CNc1cccc2ccccc12)N/N=C/C(Br)=C/c1ccccc1	0	·	-9	-14	-3	1.5	12	-12	5	·
COCCN1C(=O)/C(=C/c2ccc(Oc3ccc([N+](=O)[O-])cn3)c(OC)c2)SC1=Nc1ccccc1	0	5	12	33	1	-0.9	10	2	3	0
COc1ccccc1N1CCN(/N=C/c2ccc(Cl)c([N+](=O)[O-])c2)CC1	6	17	5	-128	11	2.8	15	-15	2	18
O=C(NNC(=O)c1ccc2[nH]c(=O)c(=O)[nH]c2c1)c1cccc(Br)c1	-1	-1	0	-6	2	-0.2	36	-39	-1	-4
CC(C)(C)OC(=O)[C@H](Cc1ccccc1)NC(=O)c1nc[nH]c1C(=O)NCC(=O)OCc1ccccc1	-2	6	13	1	1	-0.2	10	5	1	5
COc1ccccc1CNc1ccc2nnc(CCNC(=O)c3ccccc3)n2n1	-2	-4	-2	-2	2	-0.4	3	-15	-1	-11
Cc1ccc(C)c(NC(=O)COC(=O)COc2cccc3c2OC(C)(C)C3)c1	·	-3	-9	16	-4	0.2	15	·	·	7
Cc1ccc(NS(=O)(=O)c2ccc(F)cc2)nc1	1	-3	2	-10	-6	-1.4	7	3	2	3
Cc1ccc(NC(=O)COC(=O)c2ccc(Cl)cc2)cc1S(=O)(=O)N(C)C	1	2	-10	8	14	-0.5	-60	-17	1	5
CCC(C(=O)Nc1ccsc1C(=O)OC)c1ccccc1 (stereo not given)	-2	2	15	10	1	-0.3	13	-40	-2	-5
Cc1ccc(S(=O)(=O)NN2C(=O)/C(=C\c3ccc(Cl)cc3)SC2=S)cc1	-4	3	15	7	2	-0.2	25	-18	3	4
CC(NC(=O)c1cccc(C(F)(F)F)c1)C(c1ccccc1)N1CCOCC1 (stereo not given)	3	6	-6	-17	0	0.0	-1	-29	-1	12
O=C(Nc1c2c(nn1-c1ccc(F)cc1)CS(=O)C2)c1ccc(Br)o1 (stereo not given)	-5	2	1	-4	0	-0.2	21	-19	-5	-3
COc1ccc(/C=C/C(=O)C23CC4CC(CC(C4)C2)C3)cc1CN1CCOCC1	6	64	3	10	-4	-0.2	5	22	1	122*
COc1ccc(C2CC(=O)C3=C(C2)Nc2ccccc2N(C(=O)CCC(=O)O)C3c2ccc(F)cc2)cc1 (stereo not given)	0	·	8	-2	2	·	13	-33	0	·
O=c1cc(O)c2ccccc2[nH]1	6	7	-5	-5	6	0.1	2	7	5	25
O=S(=O)(c1ccc(F)c(F)c1)N1CCN(CCc2ccccc2)CC1	3	-2	0	3	-3	-33	18	-7	0	-13
O=C(COc1ccccc1O)N1CCN(C(=O)c2ccco2)CC1	0	1	1	15	0	0.8	1	5	1	16
O=C(c1ccco1)N1CCC(c2ccccc2)C1 (stereo not given)	-8	2	6	-109	1	·	25	-33	-2	17
O=C(Nc1ccccn1)N1CCOCC1	-5	-1	-2	-13	3	0.1	25	-14	2	-2
CC(=O)n1cc([C@@H]2C=C(C(=O)O)O[C@H](OCc3ccc(CO)cc3)C2)c2ccccc21	2	-10	4	-11	-3	-6.3	10	5	-1	-20
CCOC(=O)CNC(=O)Cn1cnc2c(cnn2-c2ccc(C)cc2)c1=O	10	-1	-17	6	1	0.2	9	7	5	-10
C[C@@H]1C=C(C(=O)NCc2nc3ccccc3[nH]2)O[C@H](OCc2ccc(CO)cc2)C1	·	5	-3	-1	0	-0.1	-17	·	·	-8
O=C1SCCC1NS(=O)(=O)c1ccccc1[N+](=O)[O-] (stereo not given)	-11	-1	1	-20	1	-0.5	14	3	-1	8
COC(=O)c1sccc1N/N=C/c1cccc(OC)c1O	-5	-10	3	-21	32	-3.2	33	-44	1	-21
N#CCCNc1ccc(OCCC#N)cc1	10	1	-1	6	-6	0.1	40	-15	3	1
Cc1cc(=O)[nH]c(N/N=C/c2ccc(-c3ccc([N+](=O)[O-])cc3)o2)n1	1	-7	1	9	6	-3.6	6	-12	-1	10
CCCN(CCO)CCCc1ccccc1	-1	0	0	7	0	-0.3	19	10	1	5
CCOc1ccccc1OCCCC(=O)N(CC)CC(=O)Nc1ccc(NC(C)=O)cc1	·	-5	-10	2	-10	-0.5	27	·	·	-4
CCCCCCn1c(SCCOC)nc2c1c(=O)[nH]c(=O)n2C	·	21	0	24	2	0.1	32	·	·	14
O=C1CSc2ccc(S(=O)(=O)NCc3ccccc3)cc2N1	8	-13	-3	10	6	0.0	21	11	-4	1
CCCOc1ccc(CCc2n[nH]c(=S)n2Cc2ccccc2)cc1	-6	0	-11	10	-2	-0.3	4	-11	-1	16
CN(C)c1ccc(C(=O)Nc2ccc(S(=O)(=O)NC3=NCCCCC3)cc2)cc1	0	2	-2	20	3	0.1	52	-29	2	-11
O=C(Cn1cc(C(=O)C(F)(F)F)c2cc(Br)ccc21)N1CCOCC1	1	-1	5	10	3	-0.3	21	-29	1	-6
Cc1nc2sc3c(c2c(=O)[nH]1)CCC3	2	2	3	4	-3	0.2	22	4	-1	3

Another view of some results above:
Screens in order – IEC-6 cytotox | HSF1 inhib | SKKanGAS inh | aSyn 5UTR inh | Platelet DG rel | HIF activator | AI-2 QS modul | KLF5 inhibitor | HSP90 inh | HSF-1 act
- Cc1nc2sc3c(c2c(=O)[nH]1)CCC3
  2 | 2 | 3 | 4 | -3 | 0.2 | 22 | 4 | -1 | 3
- CCCOc1ccc(CCc2n[nH]c(=S)n2Cc2ccccc2)cc1
  -6 | 0 | -11 | 10 | -2 | -0.3 | 4 | -11 | -1 | 16
